# From PubChem BioAssay
# FXIIa single = human FXIIa protease inhibitors, primary screen, biochemical, single well. Coagulation factor XII (Homo sapiens), P00748. purified human FXIIa, AMC substrate fluorescence, 2 h. inhibition, % at 10 µM. actives 0.2% (n = 33,000). AID 701, 2007; in the data active means inhibition above about 30%;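 further: 0% = enzyme with vehicle only and 100% = no enzyme blank; many of its hits are not listed in these tables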
# FXIa single inh = human FXIa protease inhibitors, primary screen, biochemical, single compound per well | Coagulation factor XI (Homo sapiens), P03951 | purified human FXIa, fluorogenic AMC substrate cleavage | inhibition, % at 10 µM | actives 0.3% (n = 33,000) | AID 687, 2007;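 active means inhibition above 40% in the primary screen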;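 further: 0% = enzyme without compound and 100% = blank wells lacking enzyme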
# Target sequence (P03951 19-387 limits assumed): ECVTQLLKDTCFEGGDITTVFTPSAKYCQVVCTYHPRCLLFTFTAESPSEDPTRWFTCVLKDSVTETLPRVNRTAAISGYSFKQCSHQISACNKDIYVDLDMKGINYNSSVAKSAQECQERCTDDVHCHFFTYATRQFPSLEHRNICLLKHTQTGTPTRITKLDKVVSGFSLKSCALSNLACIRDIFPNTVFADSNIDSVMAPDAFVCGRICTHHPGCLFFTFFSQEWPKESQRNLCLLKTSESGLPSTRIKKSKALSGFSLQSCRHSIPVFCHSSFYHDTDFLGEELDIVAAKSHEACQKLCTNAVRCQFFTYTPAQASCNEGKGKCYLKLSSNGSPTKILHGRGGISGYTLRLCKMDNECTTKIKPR
# Target sequence (P03951 388-625 limits assumed): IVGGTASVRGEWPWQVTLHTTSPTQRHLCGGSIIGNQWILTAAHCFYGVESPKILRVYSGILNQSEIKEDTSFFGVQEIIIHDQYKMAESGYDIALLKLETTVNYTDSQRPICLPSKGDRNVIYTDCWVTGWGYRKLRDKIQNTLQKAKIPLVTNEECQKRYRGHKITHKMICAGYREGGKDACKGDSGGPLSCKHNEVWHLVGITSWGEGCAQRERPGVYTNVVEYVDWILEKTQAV
# Starred values were filed as active, the others as inactive.
FXIIa single | FXIa single inh | SMILES
3.1 | 9.4 | CCOC(=O)C1C(=O)C=C(c2ccc(Br)cc2)CC1c1ccco1 (stereo unspecified)
7.8 | -5.0 | COc1ccc(OC)c(/C(O)=C/C(=O)C(=O)Nc2cc(C)ccc2OC)c1
-0.5 | 4.7 | O=c1c2cnn(-c3ccccc3)c2nnn1Cc1ccccn1
10.1 | -0.5 | Cc1ccc(C(=O)N2CCN(c3ccc(NC(=O)c4ccc(Br)o4)cc3)CC2)cc1
6.3 | 6.3 | CCn1c(CN2CCN(C(=O)c3ccco3)CC2)nc2c1c(=O)n(C)c(=O)n2C
3.1 | -1.1 | COc1ccc(N2C(=O)CSC23C(=O)N2c4c(cccc43)C(C)=CC2(C)C)cc1 (stereo unspecified)
1.1 | 3.5 | Cc1ccsc1C(=O)OCC(=O)c1cc2ccccc2o1
5.3 | 10.7 | Cc1ccc(OCCn2c(CCCO)nc3ccccc32)cc1
2.7 | -10.4 | FC(F)(F)c1ccc2nnc(-c3c(Cl)cccc3Cl)n2c1
5.9 | 1.3 | CCc1ccc2c(c1)/C(=C/C(=O)c1cccs1)C(=O)N2
-0.2 | 5.9 | CCOC(=O)c1ccc(Nc2ncnc3ccc(C)cc23)cc1
3.0 | 3.7 | CN(C)CCOC(c1ccccc1)c1ccccc1
3.8 | 8.6 | CCOCC(=O)Nc1nnc(COC)s1
2.1 | -2.6 | O=C(O)C1CC(=O)N(Cc2cccs2)C1 (stereo unspecified)
2.1 | 4.5 | CC1(C)CC(C#N)(N2CCOCC2)CCO1 (stereo unspecified)
5.5 | -1.8 | CCN1CCN(Cc2ccc(OCc3ccccc3)cc2)CC1
-11.1 | 30.7 | CCC(C)N1C(=O)/C(=C/c2c(NCCCOC(C)C)nc3c(C)cccn3c2=O)SC1=S (stereo unspecified)
-2.0 | 1.2 | CCOCC(O)CSCc1ccc(Cl)cc1 (stereo unspecified)
-9.0 | 0.5 | COc1ccc(NC(=O)C(C/C=C(/C)Cl)C(C)=O)cc1 (stereo unspecified)
7.1 | 22.9 | O=C1CC(=O)N(Cc2ccco2)C(=S)N1
7.2 | -9.6 | CCN(CC)c1ccc(NC(=O)COC(=O)c2ccc3ccccc3n2)cc1
6.4 | -7.5 | CCCC(=O)Nc1ccc(Cl)c(NC(=O)c2cccnc2Cl)c1
6.9 | -4.1 | COC(=O)C(CCSC)NC(=O)C12CC3CC(CC(C3)C1)C2 (stereo unspecified)
5.8 | 0.1 | O=C(CN1C(=O)NC2(CCCc3ccccc32)C1=O)NCc1ccco1 (stereo unspecified)
-15.0 | -0.1 | c1c2c(cc3sc(N4CCCCC4)nc13)OCCO2
9.3 | -1.1 | Cc1nnc(N(Cc2ccco2)C(=O)c2ccc(C#N)cc2)s1
4.6 | -3.2 | COc1ccc(-c2csc(N3CCOCC3)n2)cc1OC
8.9 | 3.3 | CCOC(=O)N1CCN(C(=O)c2ccc(N3C(=O)CCC3=O)cc2)CC1
5.3 | -4.2 | CCN(Cc1ccccc1)C(c1cccc(C#N)c1)c1nnnn1C(C)(C)C (stereo unspecified)
4.5 | 2.5 | CCOC(=O)C1CCN(C(C(=O)NC2CCCC2)c2ccc(C)cc2)CC1 (stereo unspecified)
12.5 | -1.1 | COC(=O)c1ccccc1NC(=O)c1ccc(-c2cccc(Cl)c2)o1
5.4 | -11.7 | O=C(Nc1nccs1)c1cc2c(s1)CCCCC2
-5.6 | -4.5 | Cc1ccc(C(=O)NC2CCSC2=O)cc1 (stereo unspecified)
-13.8 | 1.1 | CC(NC(=O)CN(C1CCCCC1)S(C)(=O)=O)c1ccccc1 (stereo unspecified)
4.6 | 0.9 | Cc1ccc(-c2nnc(-c3ccc(NC(=O)c4ccco4)cc3)o2)cc1
5.1 | -6.1 | Cc1oc(C)c(C(=O)Nc2ccc(CC(=O)O)cc2)c1C(=O)Nc1ccc(CC(=O)O)cc1
2.8 | -10.3 | COc1ccccc1NC1=NC(C)(C)N=C(N)N1
2.4 | -7.7 | CCOc1ccc(-c2nnc(-c3ccc(OC)cc3)o2)cc1
7.3 | -10.1 | Cc1cc(C)cc(OCC(=O)N2N=C(C(F)(F)F)CC2(O)C(C)(C)C)c1 (stereo unspecified)
2.2 | 1.8 | COCCNC(=S)c1ccc(OC)cc1
1.9 | 0.9 | O=C(c1csc2c1CCCC2)N1CCN(c2ccc(F)cc2)CC1
7.0 | -4.4 | Cc1cccc2sc(NC(=O)CSc3nc4ccccc4o3)nc12
4.7 | -8.1 | CCOC(CNC(=O)CCc1c(C)nc2ncnn2c1C)OCC
12.3 | -2.2 | CCCC1NC(=O)NC(C)=C1C(=O)OCC (stereo unspecified)
-5.3 | 4.6 | N#Cc1c(C#N)c(-c2ccccc2)n(-c2ccccc2)c1N
5.5 | -4.3 | CC(C)NCCOCCOc1ccccc1F
2.8 | -4.6 | CN(C(=S)Nc1ccc(F)cc1)C1(c2ccccc2Cl)CCCCC1=O (stereo unspecified)
3.0 | 1.5 | O=C(Nc1cccc2ccccc12)N1CCc2ccccc2C1
8.5 | 9.0 | CCC(C)NC(=O)Cn1c(=O)n(CCCCC(=O)NCc2ccco2)c(=O)c2ccccc21 (stereo unspecified)
2.1 | 1.4 | c1ccc2c(c1)nnn2-c1ncnc2sc3c(c12)CCCC3
3.8 | -0.1 | COc1ccc(CNC(=O)c2ccc(C)o2)cc1
-3.4 | -4.3 | Cc1cc(C(C)c2ccccc2)c(O)c(CN2CCOCC2)c1C (stereo unspecified)
1.4 | 2.0 | CC(C)NC(=O)CC1OC(=O)c2ccccc21 (stereo unspecified)
16.0 | 6.6 | C/C(=N\OC(=O)c1ccc(C)cc1)c1sc(C)nc1C
5.2 | -3.9 | C=CCn1c(SCc2c(C)noc2C)nc2ccccc2c1=O
-2.8 | -9.6 | Cc1cc(Nc2ccc(Cl)cc2)n(-c2cccc(Cl)c2)n1
-9.5 | 14.8 | CCOC(=O)C(=CNc1cc(C)nn1-c1ccc(C)cc1)C(=O)OCC
0.5 | -2.8 | CC(C)CC(=O)NN(C)c1nc(-c2ccccc2)nnc1C(F)(F)F
4.9 | 1.4 | O=C(NCc1cccnc1)c1ccc(CS(=O)(=O)c2ccc(Cl)cc2)o1
0.9 | -4.2 | CCOc1cc(Br)ccc1S(=O)(=O)N1CC(C)OC(C)C1 (stereo unspecified)

# Later entries:
FXIIa single | FXIa single inh | SMILES
7.8 | -5.3 | CC1(c2ccc3noc(-c4ccc(F)cc4)c3c2)OCCO1
2.0 | -10.2 | Cc1nc(Oc2cccc(Cl)c2)c2oc3ccccc3c2n1
12.3 | 0.5 | CC(C)COc1ccc(Cc2cnc(N)nc2N)cc1
3.1 | 1.4 | CC(=O)c1cccc(NC(=O)CCNS(=O)(=O)c2cccc3nsnc23)c1
8.3 | 1.0 | CCCOc1cccc(NC(=O)c2c(-c3ccccc3)noc2C)c1
-13.4 | -4.5 | O=C(NCCN1CCOCC1)c1ccc2c(c1)ncn2C1CCCCC1
9.2 | 1.9 | CCOC(=O)N1CCN(C(=O)COc2ccc(Cl)cc2)CC1
6.8 | 2.9 | CC(C)(C)NC(=O)NC(=O)COC(=O)C1CC(=O)N(Cc2ccccc2)C1 (stereo unspecified)
-15.0 | 28.1 | CCCCc1[nH]c(=O)c(C#N)c2c1CCCC2
-12.8 | 14.4 | Cc1ccc(S(=O)(=O)NCC(C)NS(C)(=O)=O)cc1 (stereo unspecified)
-8.6 | -11.1 | Cc1ccccc1C(=O)N1CCc2ccccc2C1
4.6 | -2.6 | O=C1CC(C(=O)N(c2ccc(F)cc2)C(C(=O)NC2CCCC2)c2ccccn2)CS1 (stereo unspecified)
-2.0 | -1.9 | O=C(COC(=O)CCCSc1nc2ccccc2[nH]1)NC(=O)NC1CCCC1
3.2 | -2.5 | O=S1(=O)N=C(Oc2cccc3ccccc23)c2ccccc21
2.9 | 6.5 | CCN(CCCNC(=O)C1CCC(=O)N1C(C)C)c1cccc(C)c1 (stereo unspecified)
4.0 | -11.0 | CC(C)(C)N1CC(c2nc3ccccc3n2Cc2ccc(Cl)cc2)CC1=O (stereo unspecified)
4.9 | 17.7 | CCCSc1ncc(Cl)c(C(=O)Nc2ccc(S(=O)(=O)N3CC(C)OC(C)C3)cc2)n1 (stereo unspecified)
2.5 | -3.5 | CCCCCc1c(O)nc(SCC(=O)O)[nH]c1=O
8.8 | -2.4 | COc1ccc(N2CCN(C(=O)CSc3nc4c(c(=O)n(C)c(=O)n4C)n3C(C)C)CC2)cc1
7.3 | 2.7 | COc1ccc(C(=O)N2CCN=C2c2ccccc2)cc1OC
2.2 | 3.2 | CN1C(=O)c2ccccc2C(C(=O)NCc2ccco2)C1c1c[nH]c2ccccc12 (stereo unspecified)
2.3 | -7.3 | O=C(CC(C(=O)O)N1CCOCC1)Nc1ccc(Cl)cc1 (stereo unspecified)
2.4 | 5.0 | NC(=S)NNc1cc(Cl)cc(Cl)c1
4.5 | 9.8 | Cc1c(C(=O)N2CCC(C)CC2)oc2ccc(S(=O)(=O)N3CCC4(CC3)OCCO4)cc12
6.2 | -8.5 | CC(C)C(CCN1C(=O)c2ccccc2C1=O)c1ccco1 (stereo unspecified)
2.6 | -6.7 | COc1ccccc1NCC(O)Cn1c2ccccc2c2ccccc21 (stereo unspecified)
0.9 | -3.2 | CCCCCCn1c(CN2CCCCC2)nc2c1c(=O)n(C)c(=O)n2C
7.7 | 1.8 | CC(=O)Nc1ccc(C(=O)Nc2ccc(S(=O)(=O)NCC3CCCO3)cc2)cc1 (stereo unspecified)
6.5 | 11.8 | COc1ccccc1N=C(C)C1=C(O)COC1=O
4.3 | -3.2 | Cc1ccc(C(=O)Nc2nnc(C3CCCCC3)s2)o1
9.7 | 6.0 | CCOC(=O)C1CCCN(C(=O)CSCc2ccccc2)C1 (stereo unspecified)
7.2 | 1.3 | Cc1ccc(C(=O)Nc2nc3ccccc3c(=O)s2)cc1
3.0 | 10.4 | CCN1CCN(C(=O)C2CCC(CNS(=O)(=O)c3ccccc3)CC2)CC1 (stereo unspecified)
5.7 | 1.6 | CCc1ccc(N(C(=O)CCC(=O)Nc2cc(C)on2)C(C(=O)NC2CCCC2)c2ccco2)cc1 (stereo unspecified)
-13.7 | 0.9 | CCC1SC2=NC(C)=C(C(=O)OCCOC)C(c3ccc(C(=O)OC)cc3)N2C1=O (stereo unspecified)
-0.8 | -5.3 | Nn1c(SCC(=O)Nc2ccc3c(c2)OCO3)nnc1-c1ccccc1
1.2 | -1.9 | CCCN1C(=O)C(O)(CC(=O)c2cccc(OC)c2)c2ccccc21 (stereo unspecified)
11.3 | -2.6 | O=C(CC(c1ccccc1)c1cc(Cl)ccc1O)N1CCOCC1 (stereo unspecified)
2.8 | 13.7 | COc1ccccc1C(=O)Nc1ccon1
6.2 | 3.2 | O=C(COC(=O)c1ccccc1Nc1cccc(C(F)(F)F)c1)NCc1ccco1
3.4 | 6.3 | CC1(C)CC2CC(C)(CN2C(=O)CN2C(=O)c3ccccc3C2=O)C1 (stereo unspecified)
5.9 | 5.2 | Cc1ccc(N2C(=O)N(CC(=O)NC(c3ccccc3)c3ccccc3)C(=O)C2C)cc1 (stereo unspecified)
6.3 | 0.5 | Cc1onc(-c2ccncc2)c1C(=O)O
9.9 | 2.9 | CCn1c(CC(=O)Nc2ccc(C)c(Cl)c2)nnc1SCC(=O)Nc1nc(C)cs1
5.2 | -1.3 | c1ccc(OCCCCn2cnc3ccccc32)cc1
6.6 | 3.5 | c1ccc(C2=NC(c3ccccc3)N=C(c3ccccc3)N2)cc1
7.2 | 3.1 | N#CC1(C#N)CC(C=O)=C(N)C1(C#N)CC(=O)c1ccc(F)cc1 (stereo unspecified)
1.1 | 7.2 | Cc1ccc(OCC(=O)Nc2ccc(F)cc2)cc1
3.9 | -1.8 | O=C(c1ccc(Cl)c(F)c1F)N1CCOCC1
5.7 | 11.6 | Nc1c(C(=O)O)nnn1Cc1ccccc1
3.7 | 16.2 | CCN(CC)S(=O)(=O)c1cc([N+](=O)[O-])ccc1NNC(=O)Nc1ccccc1
-13.1 | 21.4 | COC(=O)c1ccccc1NC(=O)c1cc(-c2ccc(C)cc2)on1
7.6 | 3.5 | CCOC(=O)c1c(N)sc(C(=O)N2CCCC2)c1C
3.4 | 3.8 | COc1ccc(C)cc1S(=O)(=O)N1CCN(S(=O)(=O)c2cc(C)ccc2OC)CC1
5.8 | -0.6 | CCOC(=O)c1c(-c2ccccc2)oc2cc(CN(C)C)c(O)c(CN(C)C)c12
-34.2 | -13.5 | CNC(=O)c1ccc(-c2ccc(OC)cc2)s1
10.6 | 8.4 | CCCN1CCCc2ccccc21
6.5 | -2.8 | COc1ccc2occ(C(C)=O)c2c1
1.7 | 0.7 | O=C1CC(SCc2nc3ccccc3[nH]2)C(=O)N1c1ccc(Cl)cc1 (stereo unspecified)
4.9 | -12.1 | O=C(O)CCNc1ccc2c(c1)OCCO2
1.6 | 6.2 | COC(=O)NC(NC(=S)Nc1ccc([N+](=O)[O-])cc1)C(Cl)(Cl)Cl (stereo unspecified)
15.8 | 3.2 | COCCNC(=O)C(OC(=O)CC1Sc2ccccc2NC1=O)c1ccncc1 (stereo unspecified)
-2.1 | 1.9 | CCOc1ccc(S(=O)(=O)N2c3ccccc3CC2C)cc1 (stereo unspecified)

# A portion of the library; the hit share may differ from the screen's.
